# From PubChem
# G6PDH CS = L. mesenteroides G6PDH inhibition counter-screen. 0.12% of 200,000 active. inhibition, % at 5 µM. Purified L. mesenteroides G6PDH, diaphorase/resazurin coupled fluorescence, 45 min; in the data active = inhibition above about 50%
# STAT1 activator = activators of IFN-gamma induced STAT1 signaling; NIH 3T3 STAT1-luciferase reporter, luminescence; 100% = IFN-gamma alone, no compound; activation (% of control), % at 5.5 µM; 2.6% of 200,000 active; AID 932;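 active = activation above the screen-wide mean activation plus 3 SD, cut at about 130% in these data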;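 also: raw ratio to IFN-gamma control signal so 100% means no change and 0% no light; values of inactives mirror those of a sister screen read the other way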
# STAT1 blocker = inhibitors of IFN-gamma induced STAT1 signaling; NIH 3T3 STAT1-luciferase reporter, luminescence; inhibition, % at 5.5 µM; 0.35% of 200,000 active; AID 920;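 active = inhibition above a set limit, the mean inhibition across all tested compounds plus 3 SD, cut at about 34% in these data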;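 also: 0% = IFN-gamma with DMSO and 100% = IFN-gamma with 300 µM nifuroxazide; values of inactives mirror those of a sister screen read the other way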
# Diaphorase inh = counter-screen for diaphorase-based assays: diaphorase inhibitors and chemical oxidizers | diaphorase resazurin-to-resorufin fluorescence, NADH, 16 min; bacterial (C. kluyveri) enzyme, not human | inhibition, % at 20 µM | 0.69% of 190,000 active | AID 1217;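 active = primary screen inhibition at 20 µM above a set limit, cut at about 50% in these data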;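 also: plate controls were DMSO with full reaction for no effect and wells lacking NADH for full effect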
#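 Test system: Clostridium kluyveri diaphorase enzyme / Quantity: diaphorase at 0.14 U/mL in enzyme working solution / Incubation: 16-min room-temperature incubation before reading / Benchmarks: NADH-free wells as positive control, DMSO-only neutral wells / Signal: resorufin fluorescence 544/590 nm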
# Diaph act CS = activates diaphorase or chemically reduces, flagging diaphorase assay artifacts; activation factor at 20 µM; Diaphorase/resazurin coupled assay, resorufin fluorescence, 16 min; stronger effect = higher value; 1 = vehicle wells, 0 = NADH-free wells; 0.005% of 190,000 active;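 active = diaphorase activity raised at least twofold by the compound at 20 µM; inactive = activation factor below 2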
#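 Assay system: Purified diaphorase enzyme from Clostridium kluyveri | Amount: Enzyme 0.07 U/mL final | Dosing: Compound 20 µM once, DMSO 1% | Timing: 16 min reaction at room temperature | Detection: Fluorescence, excitation 544 nm and emission 590 nm | Evaluation: Higher resorufin formation from activation or reduction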
# APP transl inh = APP translation inhibition; SH-SY5Y APP 5'UTR-luciferase reporter, luminescence; AID 1285; inhibition, % at 2 µM; 0.82% of 190,000 active;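 active = inhibition above a set limit, derived from the sample mean plus 3 SD, cut at about 45% in these data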; also: values of inactives mirror those of a sister screen read the other way
# STAT3 inh = reduces IL-6 driven STAT3 reporter signal; U3A cells, IL-6 STAT3-luciferase reporter, luminescence; host cell line lacks STAT1; inhibition, % at 5.5 µM; 0.89% of 190,000 active; AID 862;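 active = inhibition above the mean inhibition across all screened compounds plus 3 SD, cut at about 44% in these data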;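 also: 0% = DMSO only wells and 100% = 100 µM nifuroxazide control wells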
# Hsp70 act = Hsp70 transcriptional activation, primary screen | HeLa Hsp70 promoter luciferase reporter, luminescence; scaled: vehicle 0, proteasome-inhibitor control 100% | activation, % at 10 µM | 0.04% of 200,000 active;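 active = activation above the mean across all tested compounds plus 3 SD, cutoff set per campaign, cut at about 5.5% in these data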;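 also: 100% = MG132 at 30 µM as the positive control and 0% = DMSO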
# TLR4-MyD88 BLA = inhibitors of human TLR4-MyD88 binding | O00206+Q99836 | HeLa CL3-4 TLR4/MyD88 BLA complementation, FRET ratio | inhibition, % at 8.4 µM | 0.18% of 200,000 active | AID 861; in the data active = inhibition above about 25%;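 also: 0% = vehicle and 100% = reference inhibitor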
# Target sequence (O00206 whole entry, looked up): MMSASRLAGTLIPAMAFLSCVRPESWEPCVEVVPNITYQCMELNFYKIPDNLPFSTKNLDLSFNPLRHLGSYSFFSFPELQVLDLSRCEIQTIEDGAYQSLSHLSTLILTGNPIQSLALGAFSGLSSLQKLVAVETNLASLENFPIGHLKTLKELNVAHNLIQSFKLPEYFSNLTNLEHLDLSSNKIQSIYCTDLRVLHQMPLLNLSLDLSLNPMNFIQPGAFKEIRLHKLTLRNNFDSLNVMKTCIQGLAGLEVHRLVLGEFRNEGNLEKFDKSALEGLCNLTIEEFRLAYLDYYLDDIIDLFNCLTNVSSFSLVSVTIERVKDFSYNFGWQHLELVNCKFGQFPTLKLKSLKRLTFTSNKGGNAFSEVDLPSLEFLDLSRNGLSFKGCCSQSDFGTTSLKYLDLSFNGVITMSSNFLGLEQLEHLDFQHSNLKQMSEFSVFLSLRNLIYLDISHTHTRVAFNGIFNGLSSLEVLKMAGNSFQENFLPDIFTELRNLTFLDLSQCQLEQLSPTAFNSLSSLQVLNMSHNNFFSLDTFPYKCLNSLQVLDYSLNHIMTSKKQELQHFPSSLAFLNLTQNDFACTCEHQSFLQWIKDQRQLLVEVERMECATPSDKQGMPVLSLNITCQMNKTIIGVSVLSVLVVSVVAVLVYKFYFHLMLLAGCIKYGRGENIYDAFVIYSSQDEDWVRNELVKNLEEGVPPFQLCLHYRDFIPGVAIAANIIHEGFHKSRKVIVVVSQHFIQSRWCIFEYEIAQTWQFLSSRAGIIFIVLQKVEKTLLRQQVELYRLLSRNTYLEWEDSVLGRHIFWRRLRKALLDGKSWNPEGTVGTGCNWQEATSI
# Target sequence (Q99836 whole entry, looked up): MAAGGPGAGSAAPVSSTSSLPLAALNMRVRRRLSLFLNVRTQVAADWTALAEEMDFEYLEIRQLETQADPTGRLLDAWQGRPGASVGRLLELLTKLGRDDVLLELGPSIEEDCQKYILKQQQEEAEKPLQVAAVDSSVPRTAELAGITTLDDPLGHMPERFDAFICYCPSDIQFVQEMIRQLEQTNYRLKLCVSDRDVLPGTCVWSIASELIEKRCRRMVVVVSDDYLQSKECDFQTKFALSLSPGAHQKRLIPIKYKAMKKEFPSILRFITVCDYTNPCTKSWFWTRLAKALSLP
# STAT3 activator = STAT3 signaling activation | activation (% of control), % at 5.6 µM | 0.91% of 190,000 active | U3A cells, IL-6 STAT3-luciferase reporter, luminescence; 100% = signal with IL-6 EC80 alone | AID 871;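 active = activation above the screen-wide mean of compound activation plus 3 SD, cut at about 130% in these data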;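 also: 0% = background luminescence of wells with medium and substrate only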
#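 system = STAT3-luciferase reporter U3A cells | reagent = IL-6 stimulus at 33 ng/mL final | timing = 1 h compound pre-exposure, 6 h IL-6 stimulation, 37 °C | measured by = luminescence | evaluation = % activation versus median of IL-6-stimulated wells | control set = IL-6-only wells as 100% reference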
# Starred values were filed as active, the others as inactive; . = not tested or not shown.
SMILES,G6PDH CS,STAT1 activator,STAT1 blocker,Diaphorase inh,Diaph act CS,APP transl inh,STAT3 inh,Hsp70 act,TLR4-MyD88 BLA,STAT3 activator
CC(C)(C)n1nnnc1C(c1ccc(Cl)cc1)N(Cc1cccnc1)Cc1ccco1 (centres undefined),0,95,5,24,0.8,9,-2,-0.3,-8,103
CC(=NC1CC1)c1c(-c2ccccc2)[nH]n(-c2nc3ccccc3s2)c1=O,12,114,-16,16,0.8,-6,-8,-0.2,18,104
CC(=O)NC(CCS(C)(=O)=O)C(=O)Nc1ccc2c(c1)OCCO2 (centres undefined),7,94,6,-10,1.1,3,5,-0.2,-4,96
O=C1C2CCCN2C(c2ccc(F)cc2)N1c1nccs1 (centres undefined),11,101,-1,11,0.9,-6,6,1.0,8,99
O=[N+]([O-])c1cc(S(=O)(=O)NC2=NCCCCC2)ccc1NCC1CCCCC1,4,89,10,28,0.7,-2,24,-0.2,-14,86
COC(=O)c1ccc(C(=O)OC)c(NC(=O)CN2CCN(c3ccc(OC)cc3)CC2)c1,2,98,1,4,1,5,9,-0.5,-13,92
CCOC(=O)C(=O)Nc1ccc(OC)c(Cl)c1,4,99,1,0,1,-21,16,0.2,-15,91
O=C(O)CCn1nnc(-c2cccs2)n1,1,100,0,5,1,4,8,0.1,-11,97
CC1(C)CC(CCNC(=O)c2ccc(-n3cnnn3)cc2)CC(C)(C)N1,8,99,1,7,0.9,4,8,-0.2,-13,102
N#Cc1ccc(Oc2cccc(C(=O)O)c2)cc1C#N,5,105,-5,22,0.8,-16,5,0.5,6,102
Nc1c(C(=O)Nc2ccccc2F)sc2nc(-c3ccco3)ccc12,-1,121,-23,42,0.6,-140,21,1.6,14,85
CC(C)n1c(SCC(=O)N2c3ccccc3Sc3ccccc32)nc2c1c(=O)n(C)c(=O)n2C,6,99,1,76*,0.2,13,-1,0.6,-4,105
Cc1nn(-c2ccccc2)nc1CNC(=O)C(C)Cc1ccccc1 (centres undefined),12,95,5,-1,1,-3,-3,-0.2,1,100
COc1ccc(Cn2nnc(C(=O)Nc3ccc(F)cc3)c2N)cc1,3,113,-14,7,0.9,-13,13,-0.2,13,92
CCS(=O)(=O)CCSC1OC(COC(C)=O)C(OC(C)=O)C(OC(C)=O)C1OC(C)=O (centres undefined),4,99,0,10,0.9,-5,4,0.2,11,101

# Three of these compounds in another layout:
Compound | G6PDH CS | STAT1 activator | STAT1 blocker | Diaphorase inh | Diaph act CS | APP transl inh | STAT3 inh | Hsp70 act | TLR4-MyD88 BLA | STAT3 activator
O=[N+]([O-])c1cc(S(=O)(=O)NC2=NCCCCC2)ccc1NCC1CCCCC1 | 4 | 89 | 10 | 28 | 0.7 | -2 | 24 | -0.2 | -14 | 86
CCS(=O)(=O)CCSC1OC(COC(C)=O)C(OC(C)=O)C(OC(C)=O)C1OC(C)=O (centres undefined) | 4 | 99 | 0 | 10 | 0.9 | -5 | 4 | 0.2 | 11 | 101
Cc1nn(-c2ccccc2)nc1CNC(=O)C(C)Cc1ccccc1 (centres undefined) | 12 | 95 | 5 | -1 | 1 | -3 | -3 | -0.2 | 1 | 100

# Remaining list, next part:
SMILES,G6PDH CS,STAT1 activator,STAT1 blocker,Diaphorase inh,Diaph act CS,APP transl inh,STAT3 inh,Hsp70 act,TLR4-MyD88 BLA,STAT3 activator
COC(=O)c1sc(S(=O)(=O)NCCC(=O)O)c(C(=O)OC)c1C,-3,113,-14,13,0.9,-29,2,0.1,-18,106
CC(=O)Nc1nc(SCCCc2ccccc2)n[nH]1,4,100,0,9,0.9,7,-3,-0.1,4,106
Cc1cccc2sc(NC(=O)CN(C)S(=O)(=O)c3ccc(Br)s3)nc12,-2,102,-2,21,0.8,17,0,-0.2,3,105
CC(=O)c1ccc(NC(=O)Nc2sc(NS(=O)(=O)c3ccccc3)nc2C)cc1,10,97,1,14,0.9,15,5,-0.5,18,98
CCOC(=O)c1c(C)nc2ccccn12,3,120,-20,25,0.8,4,-8,-0.1,2,112
CCOC(=O)Cc1nnc(NC(=O)CSc2ccc(C)cc2)s1,3,102,1,19,0.8,-12,12,0.0,-18,97
CCN(CC)c1ccc2cc(-c3nnc(-c4ccc(Br)cc4)o3)c(=O)oc2c1,.,114,-16,.,.,9,-2,2.7,11,102
CC(=O)c1n[nH]nc1NC(=O)c1ccccc1,4,79,23,10,0.9,-9,0,-0.2,2,99
Cc1ccc(NC(=O)Cn2c(-c3ccc(F)cc3)cnc2SCC(=O)Nc2c(C)cccc2C)cc1,-4,109,-10,17,0.8,10,-7,-0.3,9,105
COC(=O)c1ccc(-c2ccco2)n1Cc1cccc(C)c1,-7,103,-4,13,0.9,3,3,-0.7,0,102
O=C(NCc1ccc[n+](CCCCS(=O)(=O)[O-])c1)c1ccc(OC(F)F)cc1,-2,102,-4,7,0.9,-18,10,0.4,0,98
COc1ccc(CNC(=O)C2CSC(=O)C2)cc1 (centres undefined),18,99,1,3,1,6,10,-0.2,-4,94
CCCn1c(=C(C#N)C#N)s/c(=C2\C=Cc3ccccc3N2CC)c1=O,6,93,8,4,1,8,25,0.2,-8,81
CCCCCC(=O)NC(NC(=S)Nc1ccc(S(N)(=O)=O)cc1)C(Cl)(Cl)Cl (centres undefined),3,98,3,19,0.8,3,0,-0.1,-6,110
O=C(CSc1nnc(-c2ccccc2)o1)NC1CCCCC1,-4,102,-2,12,0.9,18,10,-0.3,1,94
Cc1cccc(NC(=O)/C(C#N)=C\c2cc(C)n(-c3ccc(C(=O)O)cc3)c2C)c1,8,103,-3,10,0.9,-30,28,0.0,-7,82
O=C(CN(Cc1ccco1)C(=O)CCC(=O)Nc1ccccn1)NCCc1ccccc1,8,97,4,15,0.8,4,2,-0.3,-3,101
Cc1ccc(/C(COc2ccccc2O)=N\O)cc1,-17,93,7,20,0.8,-4,9,-0.3,-6,97
CNc1nc(SCc2ccc(C)cc2)nc2c1CCCC2,10,100,-1,18,0.8,-10,14,-0.5,-1,89
Cc1ccc(NC(=O)CN(C)C(=O)CSc2ncc(C(F)(F)F)cc2Cl)cc1,-3,91,10,14,0.9,-8,6,-0.4,-1,93
c1ccc(C2c3c(ccc4ccccc34)Oc3ncn4nc(-c5ccco5)nc4c32)cc1 (centres undefined),8,93,8,8,0.9,-13,18,-0.3,8,86
COCCn1c(SCC(=O)NCc2ccco2)nc2cccnc21,2,97,3,10,0.9,-19,8,-0.1,-5,98
O=C1CC(c2ccc(F)cc2)Sc2nc(-c3ccccc3)c(-c3ccccc3)n21 (centres undefined),0,99,2,2,1,-11,-4,-0.5,-8,107
Cc1sc(NC(=O)c2ccc(Br)s2)c(C(N)=O)c1C,-6,146*,-49,14,0.9,-108,-102,0.3,-9,185*
CC(C)CCNC(=O)C(=O)Nc1ccccc1,2,129*,-31,0,1,-130,2,0.0,2,101
Cc1nn(C(C)C)c(C)c1CN1CCN(Cc2ccsc2)C(CCO)C1 (centres undefined),4,100,-2,0,1,-16,9,0.0,-21,97
Cc1cccc(OCC(=O)NC(C)C(=O)N/N=C/c2c(OCc3ccccc3)ccc3ccccc23)c1 (centres undefined),-2,104,-5,-4,1,-13,7,0.2,0,97
COc1ccc(-c2cn3c(C)c(C(=O)N4CCN(c5ccc(F)cc5)CC4)sc3n2)cc1,-3,98,2,10,0.9,7,0,-0.6,13,104
C=CCNC(=O)C1CC(=O)N(c2ccc(OCC(=O)Nc3ccc(C)cc3)cc2)C1 (centres undefined),12,106,-7,7,0.9,-4,8,-0.1,10,100
COc1cc(CNC(=O)CCCC/C=C\C(C)C)ccc1O,1,.,.,14,0.9,.,.,0.5,.,.
O=C(CSc1nnc(-c2cc3ccccc3cc2O)n1Cc1ccco1)N1CCc2ccccc2C1,5,98,-3,3,1,.,-7,-0.1,4,106
CCOc1ccc(NC(=O)c2ccc(CSc3nnc(C)s3)cc2)cc1,2,108,-10,1,1,-11,7,-0.1,-2,96
COC(=O)C1=C(C)N(C)C(=O)NC1c1cc2c(cc1[N+](=O)[O-])OCO2 (centres undefined),10,98,0,59*,0.4,-21,15,-0.3,-3,94
CCC(=O)NC(=S)Nc1ccc(-c2nc3ccc(C)cc3s2)cc1,-11,122,-25,5,1,-132,-5,-0.1,-3,106
C[C@](N)(Cc1ccc(O)c(O)c1)C(=O)O,46,93,8,46,0.5,12,-2,-0.2,11,104
CC(C)Nc1nc(NC(C)C)nc(N(C)C(N)=O)n1,2,100,-1,9,0.9,-36,-6,-0.2,-10,113
CCCCS/C(N)=N/N=C/c1cc(C)ccc1O,2,102,-2,15,0.9,-20,1,0.1,12,103
CSc1ccccc1NC(=O)c1cnc2n(c1=O)CCS2,2,106,-6,15,0.9,7,15,-0.2,-2,92
Cc1cccc(C)c1Nc1nnc(SCc2cc([N+](=O)[O-])cc3c2OCOC3)s1,1,96,5,17,0.8,48*,1,0.0,-6,102
CCCCCc1ccc(OCCOCCn2c[n+](C)c3ccccc32)c(CCCCC)c1,-4,70,31,-95,2*,29,56*,-0.3,2,54
O=c1nc2n(c3c1oc1ccccc13)Cc1ccccc1-2,12,111,-13,48,0.5,-15,5,-0.3,3,101
CCn1c2ccccc2c2nnc(SCC(=O)NC(CC(C)C)C(=O)OC)nc21 (centres undefined),9,92,9,20,0.8,9,18,-0.2,6,90
O=C(CNC(=O)c1cccs1)NCC(=O)OCc1ccccc1Cl,3,94,7,-4,1,-8,0,-0.1,-7,104
CCOC(=O)c1[nH]c2ccccc2c1NC(=O)C(C)(C)C,0,100,0,22,0.8,20,3,-0.2,-16,102
O=C(Cc1nc2ccccc2[nH]c1=O)c1ccccc1,-4,175*,-84,3,1,-160,-25,0.4,8,129
O=C(NNS(=O)(=O)c1cccc(Cl)c1Cl)c1cccc(S(=O)(=O)N2CCOCC2)c1,9,91,10,19,0.8,1,15,0.0,11,89
CCS(=O)(=O)N1CCN(c2nc(-c3ccccc3)cs2)CC1,18,99,2,11,0.9,-3,25,-0.1,5,84
O=C(CNS(=O)(=O)c1ccccc1)OCC(=O)c1ccc([N+](=O)[O-])cc1,8,88,13,4,1,11,2,-0.3,-2,106
Cc1ccsc1C(C(=O)NC(C)(C)C)N(C(=O)c1csnn1)c1ccccc1 (centres undefined),5,106,-7,0,1,-21,9,0.4,4,98
COC(=O)CSc1nnc(-c2ccco2)n1-c1ccc(C)cc1,-4,97,3,11,0.9,-18,-2,-0.2,-4,105
CSc1ccc(S(=O)(=O)NC2CCCCCC2)cc1,10,93,7,4,1,-9,-4,-0.4,7,108
CN(C)c1ccc(C(c2nnnn2C(C)(C)C)N2CCc3ccccc3C2)cc1 (centres undefined),7,103,-5,11,0.9,0,4,0.2,7,100
CCCCc1nn(-c2cc(Cl)ccc2OC)c2c1C(=O)CCC2,1,99,1,0,1,-2,10,-0.1,-12,99
Nc1nnnn1/N=C/c1ccco1,7,107,-7,6,0.9,2,6,0.0,5,99
